Screening data as filed in PubChem.
hIAP block = human IAP inhibitors, primary screen, biochemical, luminescence, uHTS; hit rate 0.12% among 330,000; Intestinal-type alkaline phosphatase (Homo sapiens), P09923; inhibition, % at 10 µM; purified IAP, CDP-Star luminescence, 30 min; AID 2544, 2010;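 active = inhibition reaching a set limit with compound at 10 µM in the primary screen, cut at about 35% in these data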;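 also: plate controls were DMSO wells with enzyme for no effect and no-enzyme buffer wells for full effect; values of inactives mirror those of a sister screen read the other way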
hIAP activ = human IAP activators, primary screen, biochemical, luminescence, uHTS. AID 2524, 2010. hit rate 0.16% among 330,000. Intestinal-type alkaline phosphatase (Homo sapiens), P09923. activation factor at 10 µM. purified human IAP, CDP-Star luminescence, 30 min; active compounds read high; 1 = vehicle-only enzyme, 0 = enzyme-free background;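 active = activation factor of the enzyme at least 2-fold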; also: the source names both 10 and 20 µM as test concentration; values of inactives mirror those of a sister screen read the other way
A3A deaminase = APOBEC3A ssDNA deaminase inhibitors, primary screen, selectivity assay for APOBEC3G inhibitor project, biochemical, FAM/TAMRA oligo cleavage fluorescence. DNA dC->dU-editing enzyme APOBEC-3A (Homo sapiens), P31941. recombinant A3A, FAM/TAMRA ssDNA deamination fluorescence. inhibition, % at 20 µM. hit rate 0.41% among 330,000. AID 493011, 2011;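 active = at least 40% inhibition at 20 µM here, with at most 30% in a related deaminase screen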;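 also: plate controls were A3A with DMSO for no effect and wells lacking A3A enzyme for full effect; some results filed as inactive read as strong as hits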
Target sequence (P31941 whole entry, looked up): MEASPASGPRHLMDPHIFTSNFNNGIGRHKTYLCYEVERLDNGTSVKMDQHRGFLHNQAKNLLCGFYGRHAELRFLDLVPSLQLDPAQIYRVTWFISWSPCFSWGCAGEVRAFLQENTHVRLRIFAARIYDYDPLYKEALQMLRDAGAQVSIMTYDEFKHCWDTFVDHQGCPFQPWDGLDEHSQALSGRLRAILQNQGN
mIAP activ = activators of mouse IAP, primary screen, biochemical, luminescence, uHTS; hit rate 0.24% among 330,000; muIAP, CDP-Star luminescence, 30 min; active compounds read high; 1 = vehicle-only enzyme signal, 0 = enzyme-free wells; activation factor at 10 µM;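 active = activation factor of at least 2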; also: the source names both 10 and 20 µM as test concentration; values of inactives mirror those of a sister screen read the other way
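Assay system: mouse IAP enzyme / Compound: DMSO-dissolved test compounds / Timing: 30 min, room temperature / Measured by: luminescence from enzymatic CDP-Star hydrolysis / Control set: DMSO-only wells, enzyme-free buffer wells as negative control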
MIN6 prolif = inducers of MIN6 beta-cell proliferation, primary screen, ATP luminescence, uHTS | MIN6 cells proliferation, ATPlite luminescence, 48 h; cells starved in 0.2% serum; 100% = growth in 10% serum | proliferation, % at 10 µM | hit rate 0.29% among 330,000;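 active = compounds whose signal lies at least 3.5 SD above the mean of all wells on their plate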;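 also: 0% = DMSO-treated cells in low-serum medium and 100% = 10% serum control; some compounds called inactive have numbers as strong as hits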
NLRP3 yeast inh = NALP3 inflammasome inhibitors in reconstituted yeast, primary screen, luminescence, uHTS; Yeast reconstituted NLRP3/ASC/caspase-1, beta-gal luminescence, 24 h; inhibition, % at 10 µM; hit rate 0.39% among 330,000;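 active = inhibition of 50% or more; inactive = inhibition below 50%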;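 also: plate controls were induced DMSO wells for no effect and uninduced yeast grown without galactose for full effect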
APOBEC3G inh = APOBEC3G DNA deaminase inhibitors, primary screen, biochemical, fluorescence, single-stranded DNA substrate, uHTS; DNA dC->dU-editing enzyme APOBEC-3G (Homo sapiens), Q9HC16; recombinant A3G, ssDNA deamination FAM/TAMRA fluorescence; inhibition, % at 20 µM; hit rate 0.28% among 330,000;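 active = inhibition of at least 40% at 20 µM, with no more than 30% in the related APOBEC3A deaminase screen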;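 also: plate controls were DMSO wells with A3G for no effect and wells lacking A3G enzyme for full effect; some compounds called inactive have numbers as strong as hits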
Target sequence (Q9HC16 whole entry, looked up): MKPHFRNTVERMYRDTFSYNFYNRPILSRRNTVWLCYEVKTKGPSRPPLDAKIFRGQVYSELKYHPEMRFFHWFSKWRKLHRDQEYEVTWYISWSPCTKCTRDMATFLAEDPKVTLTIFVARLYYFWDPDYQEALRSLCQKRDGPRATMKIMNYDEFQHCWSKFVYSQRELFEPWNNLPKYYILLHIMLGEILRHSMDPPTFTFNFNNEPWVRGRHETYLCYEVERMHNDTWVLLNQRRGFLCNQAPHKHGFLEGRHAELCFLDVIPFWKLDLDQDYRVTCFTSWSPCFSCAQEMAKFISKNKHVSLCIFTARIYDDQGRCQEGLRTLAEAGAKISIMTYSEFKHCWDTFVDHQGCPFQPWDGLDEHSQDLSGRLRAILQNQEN
SENP1 FRET inh = human SENP1 catalytic domain inhibitors, primary screen, biochemical, FRET, uHTS | Sentrin-specific protease 1 (Homo sapiens), Q9P0U3 | recombinant SENP1 catalytic domain, CyPet-SUMO1-YPet FRET cleavage | inhibition, % at 10 µM | hit rate 0.21% among 360,000 | AID 624204, 2012;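 active = inhibition at least 30% at 10 µM, raw YFP signal under a set limit, fluorescence ratio 0.5 to 1.5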;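 also: 0% = enzyme with DMSO and 100% = no enzyme wells; some results filed as inactive read as strong as hits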
Target sequence (Q9P0U3 419-644 limits assumed): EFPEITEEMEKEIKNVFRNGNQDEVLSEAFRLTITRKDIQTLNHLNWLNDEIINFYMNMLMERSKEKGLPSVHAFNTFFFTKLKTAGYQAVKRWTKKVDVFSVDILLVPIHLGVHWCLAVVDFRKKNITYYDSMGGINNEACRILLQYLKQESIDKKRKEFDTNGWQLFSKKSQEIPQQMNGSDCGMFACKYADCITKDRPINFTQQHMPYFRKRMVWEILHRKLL
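Assay system – human recombinant His6-tagged SENP1 catalytic domain enzyme · Input – SENP1 enzyme, 20 pM final · Buffer or medium – Tris pH 8 buffer plus EDTA, NaCl, BME, BSA, NP40, catalase · Schedule – 50 min reaction at room temperature · Technique – FRET read of cyan and yellow fluorescence · Control set – no-enzyme wells low, DMSO-plus-enzyme wells high control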
mIAP block = inhibitors of mouse IAP, primary screen, biochemical, luminescence, uHTS | purified mouse IAP, CDP-Star luminescence, 30 min | inhibition, % at 10 µM | hit rate 0.2% among 330,000;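 active = inhibition of at least 40% at 10 µM in the primary screen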;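 also: plate controls were DMSO with enzyme for no effect and no enzyme wells for full effect; values of inactives mirror those of a sister screen read the other way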
* marks the source's active call; other numbers are inactive results; . = not tested or not shown. Not all compounds are listed (hit frequency here may not be typical).

SMILES | hIAP block | hIAP activ | A3A deaminase | mIAP activ | MIN6 prolif | NLRP3 yeast inh | APOBEC3G inh | SENP1 FRET inh | mIAP block
CCCCOC(=O)c1ccc(NC(C)=O)cc1 | -12 | 1.1 | -3 | 1.1 | 2 | 21 | -4 | -2 | -11
Cc1cc(C(=O)CSc2nnc(N)s2)c(C)n1Cc1cccs1 | 1 | 0.99 | 1 | 0.92 | 0 | 6 | -4 | -1 | 8
CCOC(=O)c1ccc(NC(=O)NNS(=O)(=O)c2cc(OC)ccc2OC)cc1 | -10 | 1.1 | 5 | 1.1 | 0 | 5 | 4 | -1 | -11
O=C1C(c2ccccc2)SC(=Nc2ccccc2)N1S(=O)(=O)c1ccccc1 (configuration not stated) | -23 | 1.2 | -3 | 0.85 | 0 | 13 | 0 | 2 | 15
O=c1cc(CN2CCN(S(=O)(=O)c3ccccc3)CC2)nc2sccn12 | -4 | 1 | 0 | 0.96 | -1 | -2 | -7 | -26 | 4
COC(=O)c1c(NC(=O)CC2SC(N)=NC2=O)sc(C)c1C (configuration not stated) | 9 | 0.91 | -2 | 0.86 | -3 | 2 | -4 | 2 | 14
CCOc1ccc(-c2n[nH]c(C)c2-c2ccccc2OC)c(O)c1 | -37 | 1.4 | -2 | 1.1 | 0 | -2 | -5 | -1 | -12
Cc1ccc(C)c(S(=O)(=O)N2CCN(C(=O)c3cc(S(=O)(=O)NCc4ccccc4)ccc3C)CC2)c1 | -17 | 1.2 | -1 | 1.1 | -6 | 12 | -8 | 0 | -11
Cc1noc2ncnc(N3CCCC3)c12 | -15 | 1.1 | -5 | 1.2 | -3 | 0 | -8 | 1 | -16
Cc1ccc(C(=O)Nc2ccc(S(=O)(=O)NC3=NCCCCC3)cc2)cc1S(=O)(=O)N1CCOCC1 | 0 | 1 | -5 | 0.94 | 0 | 0 | -7 | 3 | 6
O=C(Nc1ccc2c(c1)OCO2)c1ccccn1 | 0 | 1 | 33 | 1 | 1 | 15 | 9 | 0 | -1
COc1cccc(CC(=O)OCC(=O)NC2CCCC2)c1 | -23 | 1.2 | -2 | 1.2 | 0 | 15 | 2 | 1 | -20
Cc1coc2cc3oc(=O)c4c(c3cc12)CCC4 | -15 | 1.1 | -2 | 1.2 | 2 | 13 | -7 | . | -21
CN(CC(=O)Nc1ccc(F)c(F)c1F)C(=O)c1ccc(-n2cncn2)c([N+](=O)[O-])c1 | -10 | 1.1 | 1 | 1 | -2 | 14 | 3 | 1 | -1
Cc1cc(=O)n2[nH]c(N)c(N=Nc3ccccc3F)c2n1 | 26 | 0.74 | -1 | 0.75 | -2 | 6 | -5 | 2 | 25
Cc1ccc2nc(CCl)[n+]([O-])c(-c3ccccc3)c2c1 | 20 | 0.81 | 5 | 1.1 | 3 | 2 | 4 | 1 | -15
CC1Cc2ccccc2N1C(=O)CCn1c(=O)sc2ccccc21 (configuration not stated) | -10 | 1.1 | -2 | 1 | 0 | 4 | -3 | 2 | -4
CC1CCCN(C(=O)CCNS(=O)(=O)c2ccc3c(c2)oc(=O)n3C)C1 (configuration not stated) | -24 | 1.2 | -4 | 1 | 0 | 11 | -8 | -1 | 0
O=C(NCCCN1CCN(c2ccccc2F)CC1)C1CCCN(S(=O)(=O)c2cnc[nH]2)C1 (configuration not stated) | 4 | 0.96 | 0 | 0.99 | 1 | 1 | -4 | 2 | 1
c1ccc(-c2cc(-c3ccccc3)on2)cc1 | 11 | 0.89 | -3 | 1.1 | 0 | 15 | -1 | 1 | -12

Structures listed so far containing a thiophene ring, fused or not (two):
SMILES | hIAP block | hIAP activ | A3A deaminase | mIAP activ | MIN6 prolif | NLRP3 yeast inh | APOBEC3G inh | SENP1 FRET inh | mIAP block
Cc1cc(C(=O)CSc2nnc(N)s2)c(C)n1Cc1cccs1 | 1 | 0.99 | 1 | 0.92 | 0 | 6 | -4 | -1 | 8
COC(=O)c1c(NC(=O)CC2SC(N)=NC2=O)sc(C)c1C (configuration not stated) | 9 | 0.91 | -2 | 0.86 | -3 | 2 | -4 | 2 | 14

Next part
SMILES | hIAP block | hIAP activ | A3A deaminase | mIAP activ | MIN6 prolif | NLRP3 yeast inh | APOBEC3G inh | SENP1 FRET inh | mIAP block
CN(C)C(=O)CSc1nc2ccccc2n1Cc1ccccc1 | 2 | 0.98 | -7 | 0.88 | 1 | 13 | -9 | 0 | 12
CC(C)CC(=O)N1CCN(S(=O)(=O)c2ccc(Cl)cc2)CC1 | -11 | 1.1 | 1 | 0.94 | -3 | 18 | -5 | 2 | 6
COC(=O)c1ccc(Cn2nnc3c(=O)[nH]c(C4CCCN(S(=O)(=O)c5cccc(Cl)c5)C4)nc32)cc1 (configuration not stated) | 29 | 0.71 | -3 | 0.93 | -7 | 0 | -1 | 1 | 7
CCN(CC)C(=O)CN1C(=O)NC2(CCc3ccccc3C2)C1=O (configuration not stated) | 4 | 0.96 | 7 | 1 | -2 | 19 | -6 | 0 | -2
CCOC(=O)C(NC(=O)c1ccccc1)=C(C)C | 7 | 0.93 | 1 | 1 | -1 | -1 | 1 | 3 | -3
CCCn1c2ccc(C)cc2c2nnc(SCCN3CCOCC3)nc21 | 15 | 0.85 | -1 | 0.89 | 1 | 11 | -7 | 3 | 12
Cn1nccc1C(=O)OCC(=O)Nc1nc(-c2ccccc2)cs1 | 6 | 0.94 | -3 | 0.97 | -1 | 18 | -6 | -4 | 3
COc1cc(NC(=O)c2ccccc2F)ccc1NC(=O)c1ccccc1Cl | -5 | 1.1 | 0 | 0.99 | -1 | 16 | -5 | -1 | 1
Cc1ccccc1-c1ccc(/C=C2/SC(N3CCOCC3)=NC2=O)o1 | 28 | 0.72 | 5 | 0.77 | -4 | 22 | 1 | -40 | 23
COc1cc2sc3ccc(C#Cc4ccccn4)cc3c(=O)c2cc1OC | 12 | 0.89 | 7 | 0.94 | -9 | 42 | -6 | -97 | 6
O=C(c1ccncc1)N1CCN(C2CCCCC2)CC1 | 6 | 0.94 | -3 | 0.91 | 0 | -6 | -6 | 3 | 9
CCCn1c(=O)c(C(=O)Nc2c(C)n(C)n(-c3ccccc3)c2=O)c(O)c2ccccc21 | 14 | 0.86 | 3 | 1.1 | -3 | 18 | 2 | -2 | -11
Cn1c(NC(=O)C[n+]2cc(-c3ccccc3)n3c2CCC3)cc(=O)n(C)c1=O | 9 | 0.91 | 0 | 0.85 | 0 | 13 | -2 | -1 | 15
COc1cc(CNCc2ccncc2)cc(OC)c1OC | -10 | 1.1 | -5 | 1.1 | -1 | -2 | 1 | -1 | -15
COc1ccc(-c2nnn(CC(=O)N(Cc3ccccc3Cl)C(C(=O)NCC3CCCO3)c3ccco3)n2)cc1OC (configuration not stated) | 3 | 0.97 | 3 | 1.2 | 3 | 9 | 4 | 2 | -20
CCOC(=O)c1[nH]c2ccc(OCC)cc2c1NC(=O)CN1CCCC(C)C1 (configuration not stated) | 2 | 0.98 | -8 | 1.2 | 0 | 9 | -5 | 1 | -17
COc1ccc(Cc2nc(-c3ccc(NC(=O)c4cccnc4)cc3)no2)cc1 | -7 | 1.1 | -6 | 0.94 | -3 | -1 | -2 | 5 | 6
CC(C)(C)c1csc(NC(=O)c2cccs2)n1 | -9 | 1.1 | 9 | 0.99 | -1 | 36 | 6 | 3 | 1
O=C(Nc1ccc2oc(=O)ccc2c1)c1cccnc1Cl | 2 | 0.98 | -5 | 1.1 | 1 | 17 | 21 | -1 | -8
O=C1C2CC=CCC2C(=O)N1c1n[nH]c(Cc2ccccc2)n1 (configuration not stated) | 1 | 0.99 | -1 | 0.93 | 1 | 2 | -4 | 1 | 7

Part of the list above in order of length of the SMILES, rising.
SMILES | hIAP block | hIAP activ | A3A deaminase | mIAP activ | MIN6 prolif | NLRP3 yeast inh | APOBEC3G inh | SENP1 FRET inh | mIAP block
COc1cc(CNCc2ccncc2)cc(OC)c1OC | -10 | 1.1 | -5 | 1.1 | -1 | -2 | 1 | -1 | -15
CCOC(=O)C(NC(=O)c1ccccc1)=C(C)C | 7 | 0.93 | 1 | 1 | -1 | -1 | 1 | 3 | -3
COc1ccc(Cc2nc(-c3ccc(NC(=O)c4cccnc4)cc3)no2)cc1 | -7 | 1.1 | -6 | 0.94 | -3 | -1 | -2 | 5 | 6
Cn1c(NC(=O)C[n+]2cc(-c3ccccc3)n3c2CCC3)cc(=O)n(C)c1=O | 9 | 0.91 | 0 | 0.85 | 0 | 13 | -2 | -1 | 15

Next part:
SMILES | hIAP block | hIAP activ | A3A deaminase | mIAP activ | MIN6 prolif | NLRP3 yeast inh | APOBEC3G inh | SENP1 FRET inh | mIAP block
CCOC(=O)/C=C1\CC(=O)Nc2nonc2N1 | -80 | 1.8 | -2 | 0.98 | -1 | 4 | -9 | -2 | 2
Cn1cccc1C(C#N)c1ncc(C(F)(F)F)cc1Cl (configuration not stated) | 12 | 0.88 | -3 | 0.91 | -5 | -14 | -7 | -69 | 10
O=C(Nc1ccc(N2CCOCC2)nc1N1CCOCC1)c1cccc(C(F)(F)F)c1 | -6 | 1.1 | 0 | 0.89 | -2 | 15 | -2 | 0 | 11
CCN(CC)S(=O)(=O)c1cccc(NC(=O)CN2C(=O)NC3(CCC(C)CC3)C2=O)c1 (configuration not stated) | 8 | 0.92 | -5 | 1 | -3 | 18 | -9 | 1 | 0
CCCCn1c(N)c(N(CC(C)C)C(=O)c2cnccn2)c(=O)[nH]c1=O | -4 | 1 | 4 | 1 | 3 | 6 | -5 | -4 | -3
COc1cccc(NC(=O)CSc2nnc(C3CCCCC3)n2N)c1 | -16 | 1.2 | -3 | 0.94 | 5 | 8 | -9 | 0 | 6
OCCC1CN(Cc2ccc(F)cc2Cl)CCN1CCc1ccccc1 (configuration not stated) | -16 | 1.2 | -4 | 0.9 | -1 | 16 | -10 | 2 | 10
COc1ccc(/C=C(/Sc2nnc(-c3ccc(Cl)cc3)o2)C(=O)O)cc1 | 7 | 0.93 | -6 | 0.92 | -4 | 28 | -4 | -1 | 8
CO/N=C\Cc1oc(=O)c(NC(=O)c2ccccc2)cc1C(=O)OC | -22 | 1.2 | -6 | 0.97 | 0 | 2 | -4 | 10 | 3
C=CCN=C(NC#N)SCC(=O)NCc1ccccc1 | -14 | 1.1 | -2 | 0.96 | -1 | 8 | -4 | 2 | 4
O=C(CSc1nnc(NC(=O)C2CC2)s1)Nc1ccc(F)cc1 | 13 | 0.87 | -4 | 1 | -2 | 4 | -5 | 1 | -1
C=CCn1c(COc2ccc(Cl)cc2)nnc1SCc1ccc(C#N)cc1 | -5 | 1 | -6 | 1.1 | -4 | 37 | -8 | 2 | -14
